# SUMO HTRF inh = inhibitors of in vitro SUMOylation cascade, primary screen, biochemical, HTRF, uHTS; HTRF SUMOylation assay, SAE1/SAE2 + UBC9; SUMO-conjugating enzyme UBC9 (Homo sapiens), P63279; actives 0.36% (n = 290,000); AID 2006, 2009; inhibition, % at 35 µM; in the data active means inhibition above about 50%, passing the limit was not always enough; further: strong numbers were not always called active
# Target sequence (P63279 whole entry, looked up): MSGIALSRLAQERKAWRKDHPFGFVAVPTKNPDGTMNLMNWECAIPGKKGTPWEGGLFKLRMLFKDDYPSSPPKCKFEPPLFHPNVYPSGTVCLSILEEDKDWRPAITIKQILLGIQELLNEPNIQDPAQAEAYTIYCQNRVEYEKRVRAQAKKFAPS
# IDE cell activ = human IDE activators in live cells, primary screen, fluorescence polarization, HEK cells, FAbeta-B substrate; Insulin-degrading enzyme (Homo sapiens), P14735; FAbeta-B cleavage; 0% vehicle, 100% cell-free pure enzyme wells; activation, % at 5.96 µM; actives 0.073% (n = 340,000); AID 493087, 2011;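 active means activation above the mean of all tested compounds plus 3 SD, set per screening campaign, cut at about 17% in these data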
# IMP-1 inh = IMP-1 metallo-beta-lactamase inhibitors, primary screen, biochemical, epi-absorbance readout, Pseudomonas aeruginosa enzyme. metallo-beta-lactamase IMP-1 (Pseudomonas aeruginosa). purified IMP-1, nitrocefin hydrolysis, epi-absorbance fluorescence. inhibition, % at 5.6 µM. actives 0.45% (n = 290,000). AID 1556, 2009;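 active means inhibition above the mean plus 3 SD of all compounds in the same screening run, cut at about 4.5% in these data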;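 further: 0% = IMP-1 with DMSO and 100% = DMSO wells lacking enzyme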
#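 System: Purified recombinant IMP-1 metallo-beta-lactamase enzyme | Measured by: Fluorescence quenching readout, ex 480/em 530 nm | Replication: Singlicate | Incubation: 15 min preincubation plus 25 min reaction at 25 °C | Evaluation: Percent inhibition from optical density relative to buffer-blank wells | Benchmarks: DMSO with and without IMP-1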
# pCIP destab = p/CIP-EGFP fusion destabilizers, primary screen, fluorescence, F442A cells; Q05BA5; AID 1984, 2009; 16 h; actives 0.01% (n = 290,000); decrease of EGFP signal, % at 10 µM;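 active means EGFP signal decrease of at least 30% at 10 µM or well 3 SD below plate mean, unless failing retest; inactive means the rest, including hits failing retest or dose response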; further: some compounds called inactive have numbers as strong as hits; many of its hits are not listed in these tables
# GalR3 antag = GalR3 antagonists in HEK293 cells, primary screen, cell-based, fluorescence readout | Galanin receptor type 3 (Homo sapiens), O60755 | HEK293 GalR3-CNG cAMP membrane potential fluorescence; galR3 body fused to GalR1 C-terminus | inhibition, % at 3 µM | actives 0.44% (n = 360,000);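 active means inhibition above the screen-wide average plus 3 SD, cut at about 13% in these data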;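 further: forskolin and galanin both at EC90 stimulate the cells; cAMP rise reported by CNG channel membrane potential dye signal; 0% = forskolin plus galanin with DMSO and 100% = forskolin alone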
# Target sequence (O60755 1-299 limits assumed): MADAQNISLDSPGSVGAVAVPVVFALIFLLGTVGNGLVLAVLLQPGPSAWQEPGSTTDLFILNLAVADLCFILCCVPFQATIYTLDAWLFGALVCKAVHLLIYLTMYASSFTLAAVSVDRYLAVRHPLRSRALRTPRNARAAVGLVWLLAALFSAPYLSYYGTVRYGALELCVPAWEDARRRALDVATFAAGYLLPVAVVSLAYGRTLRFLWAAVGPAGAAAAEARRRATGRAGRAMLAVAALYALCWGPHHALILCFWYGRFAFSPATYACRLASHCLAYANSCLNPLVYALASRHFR
# CRFR2-BP antag = antagonists of CRF-BP/CRF-R2 complex, primary screen, cell-based, HEK293, calcium dye fluorescence, uHTS. inhibition, % at 11.8 µM. actives 0.59% (n = 350,000). CRF-induced calcium fluorescence;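 active means inhibition of the ligand-induced calcium signal above about 50% at the single tested concentration, limit read from the data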
# VIM-2 inh = VIM-2 metallo-beta-lactamase inhibitors, primary screen, biochemical, epi-absorbance readout, Pseudomonas aeruginosa enzyme; purified VIM-2, nitrocefin hydrolysis, epi-absorbance fluorescence; inhibition, % at 5.6 µM; actives 0.89% (n = 290,000);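 active means inhibition above the mean of all tested compounds plus 3 SD, cutoff set per screening run, cut at about 7.5% in these data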;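 further: red hydrolysis product quenches plate fluorescence so inhibitors raise well fluorescence; 0% = enzyme with DMSO and 100% = DMSO without enzyme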
# IDE inh = human IDE inhibitors in live cells, primary screen, fluorescence polarization, HEK cells, FAbetaB substrate. Insulin-degrading enzyme (Homo sapiens), P14735. actives 0.41% (n = 320,000). inhibition, % at 5.59 µM. FAbetaB cleavage;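 active means percent inhibition above the average of all tested compounds plus 3 SD, set per screening campaign, cut at about 16% in these data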;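 further: IDE supplied by intact live HEK cells; FP after avidin binding of uncleaved biotin substrate so inhibition keeps polarization high; 0% = DMSO wells and 100% = 60 µM reference IDE inhibitor Ii1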
# NS3 helicase inh = inhibitors of HCV NS3 helicase, primary screen, biochemical, Cy5 molecular beacon fluorescence; NS3 helicase DNA unwinding; inhibition, % at 10.9 µM; actives 0.56% (n = 290,000); AID 1800, 2009;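 active means inhibition above the mean of all tested compounds plus 3 SD, set per campaign, cut at about 35% in these data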;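 further: 0% = DMSO wells and 100% = thioflavine S control wells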
#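 Assay system – hepatitis C virus NS3 helicase domain fragment enzyme · Buffer or medium – MOPS pH 6.5, MgCl2, DTT, Tween20, BSA · Reagent – Cy5/quencher beacon DNA duplex and ATP to start · Compound – single 10.9 µM dose · Timing – 1 h at 25 °C · Technique – Cy5 beacon fluorescence read at start and 1 h · Measure – % inhibition of unwinding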
# * hit, by the source's call; / = no result given. Not a hit list. About 3.2% of those tested had a hit in this group.
GalR3 antag	VIM-2 inh	NS3 helicase inh	IDE cell activ	CRFR2-BP antag	SUMO HTRF inh	IDE inh	pCIP destab	IMP-1 inh	Compound
-5	0.0	-11	2	10	17	-7	-9	-1.4	Cn1c(SCC(=O)Nc2ccccc2Cl)nnc1C1CC1
3	-4.6	0	4	-27	14	1	5	-5.7	CS(=O)(=O)c1ccc2nc(NC(=O)c3ccc(Cl)nc3)sc2c1
-1	-3.6	-2	-3	-1	9	2	-8	-1.9	COCCN1CN=C(Nc2nc3ccccc3o2)NC1
-1	-0.7	-9	2	1	16	8	-23	-1.4	COc1ccc(C2SCCN2S(=O)(=O)c2ccccc2)cc1 (stereo not given)
1	-0.4	31	5	-7	6	6	-8	-4.1	Cc1c(-n2c(=S)[nH]c3ccccc3c2=O)c(=O)n(-c2ccccc2)n1C
-8	-2.1	-4	2	3	8	3	1	-6.0	CCOC(=O)Cc1csc(NC(=O)CSc2nc3sc(C(=O)O)c(C)c3c(=O)[nH]2)n1
-1	-2.8	0	-2	8	2	8	2	-2.5	Cc1ccc(S(=O)(=O)N2CCCC(C(=O)N3CCN(c4ccccc4)CC3)C2)cc1 (stereo not given)
-1	-3.4	2	2	0	4	6	-5	-3.2	O=C(O)CCSc1nc(C(F)(F)F)cc(=O)n1-c1ccccc1
-4	-1.0	23	4	24	2	4	-15	-2.4	Cc1ccc(S(=O)(=O)Nc2nc3ccccc3s2)cc1[N+](=O)[O-]
-3	-1.0	9	0	28	1	1	-2	-1.2	CC(C)Sc1nc2ccsc2c(=O)[nH]1
-4	-1.5	0	1	-3	-5	-1	-7	-0.1	Cn1c(Sc2nc3ccccc3n2C)nc2ccccc21
3	-4.2	-3	3	-16	-21	2	3	-0.7	O=C(Nc1ccccc1F)C1C2C=CC3(O2)C1C(=O)N(c1cccnc1)C3C(=O)NC1CCCCC1 (stereo not given)
-5	/	/	0	-6	/	4	/	/	CCSc1ccccc1C(=O)N1CCC2(CC1)CC(=O)c1ccccc1O2
-8	-1.0	-4	-1	21	-15	-7	-9	-0.9	Cc1ccc(/C=N/Nc2nncn2N)cc1
1	-2.1	1	5	17	6	-1	-3	-1.9	COc1ccc(NC(=O)CSc2nc(-c3ccc(C)cc3)cc(C(F)(F)F)c2C#N)cc1
2	0.5	4	7	6	-5	3	-4	-3.8	COc1cc(NC(=O)C2CCCN(S(=O)(=O)c3cnc[nH]3)C2)cc(OC)c1 (stereo not given)
-5	-1.2	-6	2	-7	3	5	14	-0.9	Cc1ccc(S(=O)(=O)c2cc3ccccc3oc2=O)cc1
-1	-1.2	15	3	1	2	1	2	-2.9	COc1ccc(/C=N/Nc2ccccn2)cc1O
7	-2.4	2	6	5	22	-2	-10	-3.6	O=C(O)C1CCCCC1C(=O)Nc1ccc2c(c1)CCC2 (stereo not given)
-4	-1.2	0	3	0	-4	2	-5	-1.4	CCc1ccc(NC(=O)CC2C(=O)NCCN2C(=O)c2ccccc2OC)cc1 (stereo not given)

# Ordered by number of heavy atoms (ascending): some entries from above
GalR3 antag	VIM-2 inh	NS3 helicase inh	IDE cell activ	CRFR2-BP antag	SUMO HTRF inh	IDE inh	pCIP destab	IMP-1 inh	Compound
-8	-1.0	-4	-1	21	-15	-7	-9	-0.9	Cc1ccc(/C=N/Nc2nncn2N)cc1
-4	-1.5	0	1	-3	-5	-1	-7	-0.1	Cn1c(Sc2nc3ccccc3n2C)nc2ccccc21
3	-4.6	0	4	-27	14	1	5	-5.7	CS(=O)(=O)c1ccc2nc(NC(=O)c3ccc(Cl)nc3)sc2c1
-5	/	/	0	-6	/	4	/	/	CCSc1ccccc1C(=O)N1CCC2(CC1)CC(=O)c1ccccc1O2
-8	-2.1	-4	2	3	8	3	1	-6.0	CCOC(=O)Cc1csc(NC(=O)CSc2nc3sc(C(=O)O)c(C)c3c(=O)[nH]2)n1

# (continued)
GalR3 antag	VIM-2 inh	NS3 helicase inh	IDE cell activ	CRFR2-BP antag	SUMO HTRF inh	IDE inh	pCIP destab	IMP-1 inh	Compound
/	-3.2	-56	3	-14	-12	1	-3	-2.3	Cc1cccc([C@@H]2[C@@H]3C(=O)N(Cc4ccccc4)C(=O)[C@@H]3[C@]3(C)C(=O)N(c4ccc(C(F)(F)F)cc4)C(=O)N23)c1
-3	-0.7	-13	2	-7	8	5	1	-1.2	Cc1ccc2c(c1)NC(=O)c1cc([N+](=O)[O-])ccc1O2
2	-2.8	-11	5	9	4	7	-3	-2.8	COc1ccc(CCNC(=O)Cn2nc([N+](=O)[O-])c(Br)c2C)cc1OC
-2	1.5	4	1	-1	-7	2	4	-2.9	CC(=O)Nc1ccc(NC(=O)CSc2nc3nc(C)cc(C)c3c(=O)[nH]2)cc1
2	0.6	20	2	-4	41	0	-13	1.9	O=C(O)c1cc2nc(-c3ccccc3)cc(-c3ccccc3)n2n1
3	-3.4	0	-5	0	-1	3	16	-1.6	CCN(CC)CCSc1nnc(Nc2ccccc2)n1-c1ccccc1
-6	-3.5	2	4	17	-8	0	-4	-2.6	O=C(O)CCOc1ccc2c(c1)OCCO2
-12	-1.8	5	0	32	20	3	-4	-1.4	O=C(Nc1ncccn1)c1ccc(C(F)(F)F)cc1
5	1.4	-7	10	-1	29	6	-3	-0.1	Cc1cc(-c2ccccc2)nc2cc(C(=O)NCc3ccco3)nn12
-1	-2.1	-18	7	8	11	5	3	-1.8	COCCN(C(=S)Nc1ccccc1OC)C1CCN(C(C)=O)CC1
-7	-3.4	-24	0	8	8	2	-16	-3.4	COc1ccc(C2NC(c3ccc(OC)cc3OC)C(C)C(=O)C2C)c(OC)c1 (stereo not given)
-1	-0.2	26	-3	-11	-1	1	-2	0.0	O=C(CSc1nnc(-c2cccnc2)o1)c1cc2ccccc2oc1=O
0	-2.4	-3	10	-8	4	0	-9	-3.7	O=C(CC1C(=O)NCCN1C(=O)Nc1ccccc1)Nc1ccc2c(c1)OCCO2 (stereo not given)
-2	/	/	0	-7	/	-2	/	/	COc1ccc2nc(SCC(=O)NC(C)c3ccccc3)[nH]c2c1 (stereo not given)
1	1.0	9	3	6	10	-3	-23	2.0	O=C(Nc1cccc(S(=O)(=O)N2CCOCC2)c1)C1=NN(c2ccccc2)C(=O)CC1
-5	-2.1	4	-2	19	1	1	-5	-3.8	O=C(Cn1cc(C(F)(F)F)cc(Cl)c1=O)Nc1cc(S(=O)(=O)N2CCOCC2)ccc1Cl
-5	-0.3	-1	-16	53*	-22	14	-8	-4.1	COc1ccccc1-c1nnc(Nc2nc3c(OC)cccc3s2)o1
-4	-2.4	-3	0	13	26	-3	12	-2.4	O=C(Nc1ccc2c(c1)S(=O)(=O)N=C1CCCCCN12)c1ccccc1Cl
1	1.8	3	-2	14	17	1	-1	-1.9	O=C(NCc1cccs1)c1ccccc1C(=O)NCc1cccs1
-1	-2.8	28	-3	11	33	3	-1	-0.2	O=C(Nc1sc2c(c1C(=O)O)CCCCC2)c1ccccc1

# Results in NS3 helicase inh (two entries from above):
SMILES	NS3 helicase inh
O=C(Nc1ncccn1)c1ccc(C(F)(F)F)cc1	5
Cc1cc(-c2ccccc2)nc2cc(C(=O)NCc3ccco3)nn12	-7

# (more compounds)
GalR3 antag	VIM-2 inh	NS3 helicase inh	IDE cell activ	CRFR2-BP antag	SUMO HTRF inh	IDE inh	pCIP destab	IMP-1 inh	Compound
-4	-0.1	23	2	34	0	-4	5	1.1	Cc1ccc(C(c2ccc(C)o2)c2cccc([N+](=O)[O-])c2O)o1
-4	-3.4	-5	-5	-17	5	-3	-10	-1.9	CCSc1cc(N2CCCC2)nc(-c2ccccc2)n1
-5	-1.9	15	6	7	16	0	21	-3.0	CC(c1ccco1)N(C(=O)c1ccc(C(F)(F)F)cc1)c1ccccn1 (stereo not given)
4	-2.0	-14	-2	-9	6	12	0	-3.3	O=C(Nc1ccc(Oc2cccnc2)cc1)C1CCN(Cc2cc(Cl)ccc2O)CC1
-2	0.8	9	5	-4	11	-3	-1	2.2	O=C(Nc1ccnn1C1CCN(Cc2ccc(O)c(Cl)c2)CC1)C1CCCC1
6	-2.2	-2	-1	12	18	-10	-8	-5.4	CC1CCN(S(=O)(=O)c2ccc3c(c2)CC(C)N3C(=O)C2CCC2)CC1 (stereo not given)
-8	-1.0	-12	3	55*	18	/	-18	-4.0	CC(C)(C)C(=O)/C(=C/c1ccc(Cl)cc1)n1cncn1
-9	-2.7	-2	3	-14	-10	-14	8	-1.6	COCCN(C(=O)c1csnn1)C(C(=O)NC1CCCC1)c1ccc(C)cc1 (stereo not given)
/	-3.0	2	5	4	19	3	-27	-3.2	CC(=O)NCc1ccc2[nH]c(C)cc2c1
-4	-0.6	30	2	4	15	-3	-20	-3.7	Cc1ccc(S(=O)(=O)Oc2ccccc2/C=C2\SC(=O)NC2=O)cc1
-1	1.3	8	8	-6	21	-4	-1	-1.1	CN(C)C1N(C(=O)c2ccccc2)N=C2c3ccccc3S(=O)(=O)N21 (stereo not given)
-3	19*	4	-1	9	5	1	9	-2.2	CC(O)CNc1ccc(-c2nn(C)c(=O)c3ccccc23)cc1[N+](=O)[O-] (stereo not given)
1	-3.1	2	6	-10	/	3	-3	-0.5	CCOc1cc(C(=O)N2CCC3(CC2)NCCc2[nH]cnc23)cc(OCC)c1OCC
/	-4.1	-1	3	-8	3	0	5	-2.3	Cc1ccc(CC(=O)Nc2nnc(-c3ccc(F)cc3)o2)c(C)c1
-1	-4.2	-3	4	26	26	6	-9	-3.1	COc1cccc(NC(=O)Nc2c(C)n(C)n(-c3ccccc3)c2=O)c1

# Fetched one by one from the list above (three):
GalR3 antag	VIM-2 inh	NS3 helicase inh	IDE cell activ	CRFR2-BP antag	SUMO HTRF inh	IDE inh	pCIP destab	IMP-1 inh	Compound
6	-2.2	-2	-1	12	18	-10	-8	-5.4	CC1CCN(S(=O)(=O)c2ccc3c(c2)CC(C)N3C(=O)C2CCC2)CC1 (stereo not given)
-1	-4.2	-3	4	26	26	6	-9	-3.1	COc1cccc(NC(=O)Nc2c(C)n(C)n(-c3ccccc3)c2=O)c1
-4	-0.6	30	2	4	15	-3	-20	-3.7	Cc1ccc(S(=O)(=O)Oc2ccccc2/C=C2\SC(=O)NC2=O)cc1
